ABCB6 inh MLPCN – inhibitors of human ABC transporter ABCB6; Q9NP58; hit rate 0.19% among 360,000; K562-ABCB6 porphyrin accumulation, flow cytometry, 1 h; stronger effect = lower value; AID 602162; fluorescence ratio to DMSO, % at 10 µM;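 active = fluorescence ratio to DMSO below 75%, the collection mean minus 3 SD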;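 note: signal is porphyrin accumulated inside mitochondria; 100% equals median channel fluorescence of DMSO control wells; lower ratio means ABCB6 inhibition with less porphyrin fluorescence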
Granule exo inh – lytic granule exocytosis inhibition; TALL-104 LAMP-1 surface exposure, flow cytometry; cells stimulated with thapsigargin and PMA; inhibition, % at 10 µM; hit rate 0.66% among 360,000;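 active = inhibition above about 55%, limit read from the data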
ABHD5 PLIN5 PPI – ABHD5-PLIN5 protein interaction inhibition. AID 602281. inhibition, % at 4 µM. hit rate 0.78% among 360,000. Split G. princeps luciferase complementation, luminescence, 4 h. Q00G26+Q8WTS1;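 active = inhibition above the mean inhibition across every tested compound plus 3 SD, cut at about 22% in these data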;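 note: 0% = DMSO only wells and the 100% control is not disclosed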
aDG glyco act – alpha-DG glycosylation activation. AID 624168. hit rate 0.22% among 360,000. activation, % at 10 µM. Pro5-aDG cells, alpha-DG glycosylation AlphaScreen (IIH6); 0% Pro5, 100% B10-LARGE cell signal;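 active = activation of at least 8% versus controls, or a plate z-score of at least 8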;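 note: Pro5 are CHO cells carrying HIG-tagged alpha-DG that lacks glycosylation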
TLR9-MyD88 block – blocks human TLR9 binding to MyD88; Q9NR96+Q99836; CHO BLA complementation TLR9-MyD88, CCF4 FRET ratio; inhibition, % at 4.98 µM; hit rate 0.21% among 340,000; AID 504734;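 active = inhibition above the mean over all tested compounds plus 3 SD, cut at about 21% in these data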;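 note: 0% = DMSO only wells and 100% = clavulanate BLA inhibitor control wells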
MC4R antagonist – blocks human MC4R cAMP signaling; P32245; MC4R-expressing cells, MTII-stimulated cAMP, LANCE TR-FRET; inhibition, % at 6.5 µM; hit rate 0.48% among 360,000;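 active = inhibition above its plate's cutoff, the mean of tested wells on that plate plus 3 SD, cut at about 29% in these data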;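 note: 0% = Melanotan II alone and 100% = Melanotan II plus saturating MCL0020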
Target sequence (P32245 whole entry, looked up): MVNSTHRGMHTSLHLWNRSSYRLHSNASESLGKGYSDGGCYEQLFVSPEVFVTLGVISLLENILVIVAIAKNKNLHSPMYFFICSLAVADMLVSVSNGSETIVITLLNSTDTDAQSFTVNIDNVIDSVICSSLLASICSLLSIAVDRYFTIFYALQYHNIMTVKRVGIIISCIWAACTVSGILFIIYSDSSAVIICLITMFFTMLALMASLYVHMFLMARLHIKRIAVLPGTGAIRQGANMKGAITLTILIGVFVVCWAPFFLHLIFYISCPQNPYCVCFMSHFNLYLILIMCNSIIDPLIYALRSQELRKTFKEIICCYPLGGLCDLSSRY
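Test system: U2OS cells stably expressing human melanocortin 4 receptor (MC4R); also added: Melanotan II challenge; compound: 6.5 µM single dose; timing: 30-min compound preincubation, 1-h Melanotan II challenge, 1-h detection, room temperature; signal: Eu-cAMP/anti-cAMP TR-FRET, emission 671 nm; repeats: one well per compound, no replicates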
MC4R ag barr – agonists of human melanocortin 4 receptor (MC4R) beta-arrestin | U2OS MC4R beta-arrestin complementation, luminescence; percent of melanotan II response, DMSO zero | activation, % at 8.9 µM | hit rate 0.98% among 360,000 | AID 540308;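 active = activation above a per-plate cutoff, the mean activation of sample wells on that plate plus 3 SD, cut at about 8% in these data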
Vif inh – blocks HIV Vif function. inhibition, % at 7.49 µM. HEK293T cells, Vif self-association by quenched fluorescence, imaging, 24 h. hit rate 0.35% among 340,000; in the data active = inhibition above about 50%, passing the limit was not always enough; note: some results filed as inactive read as strong as hits
NOD2 RIPK2 PPI – NOD2-RIPK2 protein interaction inhibition. O43353. CHO BLA complementation NOD2-RIPK2, CCF4 ratio. inhibition, % at 4.98 µM. hit rate 0.38% among 360,000. AID 624267; in the data active = inhibition above about 21%;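 note: 0% = vehicle only and 100% = reference blocker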
Target sequence (O43353 whole entry, looked up): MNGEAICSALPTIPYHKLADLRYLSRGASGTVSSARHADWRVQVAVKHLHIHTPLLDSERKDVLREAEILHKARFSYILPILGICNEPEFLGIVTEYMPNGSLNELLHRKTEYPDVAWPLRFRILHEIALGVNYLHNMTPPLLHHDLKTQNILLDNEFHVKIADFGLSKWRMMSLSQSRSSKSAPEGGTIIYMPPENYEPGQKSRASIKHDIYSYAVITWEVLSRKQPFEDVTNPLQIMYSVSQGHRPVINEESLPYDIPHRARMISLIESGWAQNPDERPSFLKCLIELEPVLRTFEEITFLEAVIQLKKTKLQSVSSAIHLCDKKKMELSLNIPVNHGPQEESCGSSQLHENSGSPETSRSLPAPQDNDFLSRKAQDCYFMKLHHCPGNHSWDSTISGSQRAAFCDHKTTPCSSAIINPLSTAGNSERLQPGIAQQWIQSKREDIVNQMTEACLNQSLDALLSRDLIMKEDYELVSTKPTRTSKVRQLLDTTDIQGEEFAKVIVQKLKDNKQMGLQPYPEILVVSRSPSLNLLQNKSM
Glyco luc inh – blocks N-linked glycosylation in D54 reporter cells | D54 ERlucT glycosylation luciferase reporter, 24 h; percent of 100 nM tunicamycin response | reporter increase, % at 12.5 µM | hit rate 0.23% among 360,000 | AID 588692;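 active = mean luciferase reporter signal, scaled so untreated is 0 and the glycosylation-blocking control 100, at or above a set limit in every replicate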;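 note: luciferase carries N-glycosylation sites so blocking glycosylation raises the light; 0% = median of neutral control wells and 100% = median of 100 nM tunicamycin wells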
* marks the source's active call; other numbers are inactive results; . = not tested or not shown.

no.	ABCB6 inh MLPCN	Granule exo inh	ABHD5 PLIN5 PPI	aDG glyco act	TLR9-MyD88 block	MC4R antagonist	MC4R ag barr	Vif inh	NOD2 RIPK2 PPI	Glyco luc inh	canonical_smiles
1	95	0	3	0.9	-4	0	-1.9	1	13	4	CCCCN(C)C1=Nc2cccc3cccc1c23
2	103	21	-6	0.0	-2	-3	1.2	-17	4	-2	CC(=O)CC(=O)Nc1ccc2ccccc2c1
3	86	-14	-5	0.3	-6	-2	5.4	-1	-18	3	Nc1c(C(=O)Nc2cccc(F)c2)nnn1-c1cccc(C(F)(F)F)c1
4	103	-2	-6	-0.5	-5	3	-0.7	2	-14	0	CCOc1ccccc1CNC(=O)CCNS(=O)(=O)c1ccc2[nH]c(=O)oc2c1
5	91	-5	4	-0.2	7	5	-0.2	15	-9	2	Cc1ccc(-c2cc(C(=O)N3CCN(C4CCS(=O)(=O)C4)CC3)c3ccccc3n2)cc1 (configuration not stated)
6	98	1	5	0.1	6	-4	-1.6	-9	1	1	O=C(O)c1cc(Cl)ccc1OS(=O)(=O)c1ccc(Cl)s1
7	94	30	-6	-0.1	-2	13	1.1	-2	-10	-1	Cc1ccc(S(=O)(=O)N2CCOCC2)cc1C(=O)N1CCC(Cc2ccccc2)CC1
8	100	20	3	0.0	-2	2	0.0	-6	-2	0	Cc1cc(C)cc(NC(=S)N2CCC(NC(=O)C3CCCCC3)CC2)c1
9	100	4	1	-0.1	-4	4	-2.2	-3	5	3	O=C(Cn1ccc(C(F)(F)F)n1)N/N=C/c1cccs1
10	97	-12	3	-0.2	2	3	0.1	19	-16	1	CC(C)C(NC(=O)c1ccccc1)c1nnc(SCC(=O)NC2CCCC2)n1C (configuration not stated)
11	99	0	13	-0.1	9	2	-1.4	3	-13	3	O=C(c1ccco1)N1CCN(c2cc(=O)n(-c3ccc(Cl)cc3)c(=O)[nH]2)CC1
12	106	3	-13	0.9	1	1	-2.8	-2	1	0	COc1ccc(Cn2cnc3c(N)c(C)c(C)cc32)cc1
13	95	-4	3	0.6	-3	-1	1.0	3	-9	-2	Cn1nc(C(F)(F)F)c2cc(NC(=O)OCc3ccc(C(C)(C)C)cc3)sc21
14	101	3	5	0.0	-10	35*	-0.3	1	2	3	CC1=NOC(=O)/C1=C/c1ccc(O)cc1
15	95	-4	7	-0.3	0	10	-2.1	0	-19	1	CN(CC(=O)Nc1ccc(F)c(F)c1F)C(=O)Cc1ccc(S(=O)(=O)N2CCOCC2)s1

The last two entries of the part before open the next one.
no.	ABCB6 inh MLPCN	Granule exo inh	ABHD5 PLIN5 PPI	aDG glyco act	TLR9-MyD88 block	MC4R antagonist	MC4R ag barr	Vif inh	NOD2 RIPK2 PPI	Glyco luc inh	canonical_smiles
14	101	3	5	0.0	-10	35*	-0.3	1	2	3	CC1=NOC(=O)/C1=C/c1ccc(O)cc1
15	95	-4	7	-0.3	0	10	-2.1	0	-19	1	CN(CC(=O)Nc1ccc(F)c(F)c1F)C(=O)Cc1ccc(S(=O)(=O)N2CCOCC2)s1
16	92	4	-5	-0.3	-1	-15	-2.0	-15	-8	2	CCCCc1cc(=O)oc2cc(O)cc(O)c12
17	98	-3	2	-0.1	-7	2	-2.4	3	-2	-2	CC(=O)Nc1cccc(OCC(=O)NC(C)C(C)C)c1 (configuration not stated)
18	91	-13	-4	-0.3	-1	15	-2.9	4	-6	0	O=C1CC(NN2CCCCC2)C(=O)N1c1ccccc1 (configuration not stated)
19	98	-1	0	0.6	-2	14	0.7	-3	-5	1	COc1cc(C(=O)NCC(=O)N/N=C/c2cccs2)cc(OC)c1OC
20	100	-3	3	-0.2	2	0	-0.4	-8	0	1	CCCC1CCC(c2ccc(C(N)=O)cc2)CC1 (configuration not stated)
21	108	1	-4	0.0	0	3	-5.2	-4	0	0	O=C(COc1ccc(Br)cc1Cl)NC(=S)N1CCc2ccccc21
22	98	-2	-1	0.4	5	-2	-4.2	0	-3	2	O=C(COC(=O)c1cncc(Br)c1)NC1CCCCCC1
23	101	1	2	0.5	-9	0	3.1	3	-4	-4	O=C1CC(c2cccc(Cl)c2)Cc2nc(N3CCOCC3)ncc21 (configuration not stated)
24	98	-3	7	0.3	2	-2	-0.7	-3	0	-1	C=CC[C@@H](CC(=O)NCCO)C(=O)N[C@@H](C)COC(=O)[C@@H](CC=C)Cc1ccc(F)cc1
25	93	1	-1	-0.1	-7	-2	-1.8	0	1	-2	Oc1cccc(C(=S)N2CCN(Cc3ccccc3)CC2)c1
26	97	41	1	-0.3	-2	3	0.7	3	0	-11	C=C1CCC[C@]2(C)C[C@H]3OC(=O)C(CNC(C)CCCC(C)C)[C@H]3CC12 (some centres not stated)
27	103	2	-2	0.8	-2	4	8.8*	-6	7	-4	CCOc1ccc(S(=O)(=O)Nc2ccc(F)cc2)c(C)c1C
28	97	-9	2	-0.3	-16	6	-0.9	1	-9	3	O=C(Nc1nnc(SCc2ccccn2)s1)C1CC(=O)N(c2ccccc2)C1 (configuration not stated)
29	102	33	21	1.1	.	-4	1.6	.	7	-5	C=CCNc1nc(NCc2ccc(NC(C)=O)cc2)c2sc(-c3ccccc3)cc2n1
30	98	-8	7	-0.3	-8	-5	-0.3	10	-6	1	Cc1ccc([N+](=O)[O-])c(C(=O)N/N=C/c2cccnc2)c1

Laid out differently: results already given
[18] O=C1CC(NN2CCCCC2)C(=O)N1c1ccccc1 (configuration not stated)
[19] COc1cc(C(=O)NCC(=O)N/N=C/c2cccs2)cc(OC)c1OC
[20] CCCC1CCC(c2ccc(C(N)=O)cc2)CC1 (configuration not stated)
[21] O=C(COc1ccc(Br)cc1Cl)NC(=S)N1CCc2ccccc21
[22] O=C(COC(=O)c1cncc(Br)c1)NC1CCCCCC1
[23] O=C1CC(c2cccc(Cl)c2)Cc2nc(N3CCOCC3)ncc21 (configuration not stated)
[24] C=CC[C@@H](CC(=O)NCCO)C(=O)N[C@@H](C)COC(=O)[C@@H](CC=C)Cc1ccc(F)cc1

compound no. | 18 | 19 | 20 | 21 | 22 | 23 | 24
ABCB6 inh MLPCN | 91 | 98 | 100 | 108 | 98 | 101 | 98
Granule exo inh | -13 | -1 | -3 | 1 | -2 | 1 | -3
ABHD5 PLIN5 PPI | -4 | 0 | 3 | -4 | -1 | 2 | 7
aDG glyco act | -0.3 | 0.6 | -0.2 | 0.0 | 0.4 | 0.5 | 0.3
TLR9-MyD88 block | -1 | -2 | 2 | 0 | 5 | -9 | 2
MC4R antagonist | 15 | 14 | 0 | 3 | -2 | 0 | -2
MC4R ag barr | -2.9 | 0.7 | -0.4 | -5.2 | -4.2 | 3.1 | -0.7
Vif inh | 4 | -3 | -8 | -4 | 0 | 3 | -3
NOD2 RIPK2 PPI | -6 | -5 | 0 | 0 | -3 | -4 | 0
Glyco luc inh | 0 | 1 | 1 | 0 | 2 | -4 | -1

[25] Oc1cccc(C(=S)N2CCN(Cc3ccccc3)CC2)c1
[26] C=C1CCC[C@]2(C)C[C@H]3OC(=O)C(CNC(C)CCCC(C)C)[C@H]3CC12 (some centres not stated)
[27] CCOc1ccc(S(=O)(=O)Nc2ccc(F)cc2)c(C)c1C
[28] O=C(Nc1nnc(SCc2ccccn2)s1)C1CC(=O)N(c2ccccc2)C1 (configuration not stated)
[29] C=CCNc1nc(NCc2ccc(NC(C)=O)cc2)c2sc(-c3ccccc3)cc2n1
[30] Cc1ccc([N+](=O)[O-])c(C(=O)N/N=C/c2cccnc2)c1

compound no. | 25 | 26 | 27 | 28 | 29 | 30
ABCB6 inh MLPCN | 93 | 97 | 103 | 97 | 102 | 98
Granule exo inh | 1 | 41 | 2 | -9 | 33 | -8
ABHD5 PLIN5 PPI | -1 | 1 | -2 | 2 | 21 | 7
aDG glyco act | -0.1 | -0.3 | 0.8 | -0.3 | 1.1 | -0.3
TLR9-MyD88 block | -7 | -2 | -2 | -16 | . | -8
MC4R antagonist | -2 | 3 | 4 | 6 | -4 | -5
MC4R ag barr | -1.8 | 0.7 | 8.8* | -0.9 | 1.6 | -0.3
Vif inh | 0 | 3 | -6 | 1 | . | 10
NOD2 RIPK2 PPI | 1 | 0 | 7 | -9 | 7 | -6
Glyco luc inh | -2 | -11 | -4 | 3 | -5 | 1

Continuation:
no.	ABCB6 inh MLPCN	Granule exo inh	ABHD5 PLIN5 PPI	aDG glyco act	TLR9-MyD88 block	MC4R antagonist	MC4R ag barr	Vif inh	NOD2 RIPK2 PPI	Glyco luc inh	canonical_smiles
31	100	15	-8	0.6	-1	12	0.7	-13	0	1	CCOc1ccc(CN(C)C(=O)CN2C(=O)NC3(CCCc4ccccc43)C2=O)cc1 (configuration not stated)
32	101	-8	-5	-0.2	-41	5	-2.3	-6	-9	0	NS(=O)(=O)c1ccc(NC(=O)COC(=O)CCc2nc3ccccc3c(=O)[nH]2)cc1
33	95	3	2	0.4	-12	4	-1.2	20	-3	5	CCc1ccc(N2CC(C)Cn3c2nc2c3c(=O)[nH]c(=O)n2C)cc1 (configuration not stated)
34	101	6	8	-0.2	-4	-12	-0.8	13	1	19	Cc1cc2nnc(SCC(=O)NCc3ccco3)n2c2ccccc12
35	105	0	7	0.2	-5	-7	-1.9	-1	2	2	O=C(NCCCn1ccnc1)c1ccc(NS(=O)(=O)c2ccc(Cl)c(Cl)c2)cc1
36	102	-4	4	-0.2	-3	-2	-1.3	-2	6	2	O=C1CS/C(=N\N=C\c2ccco2)N1c1ccccc1
37	102	0	2	-0.5	.	8	0.0	2	-17	3	COC(=O)c1ccc(C(=O)N2CCCCCC2(C)C(=O)NC(C)C)cc1 (configuration not stated)
38	102	0	-1	-0.1	-22	-1	0.6	.	-5	0	COc1ccc(CCC(=O)Nc2nc3c(s2)CN(C)CC3)cc1OC
39	100	-4	1	0.3	.	0	-0.5	-7	1	2	CCNC(=O)C1(C)CCCN1C(=O)c1c(F)cccc1F (configuration not stated)
40	98	6	-7	0.1	1	2	-2.0	17	-6	-2	CC(C)(C)c1ccc(-c2nc(C#N)c(NCCCn3ccnc3)o2)cc1
41	83	18	12	0.0	-3	1	5.8	-15	1	12	CC(=O)c1ccccc1OCC(O)CN1CCN(CCN2C(=O)c3cccc4cccc(c34)C2=O)CC1 (configuration not stated)
42	95	-7	4	0.0	-2	17	-0.4	-7	3	2	CC(=O)Oc1ccccc1C(=O)Oc1ccc(/C=N/n2cnnc2)cc1
43	101	4	-1	0.0	-1	5	1.9	-5	8	0	CSc1ncnc2c1cnn2-c1ccc(C)cc1C
44	96	12	-2	-0.3	-8	21	2.5	-2	1	0	COc1ccc(OC)c(/C=N\NC(=O)c2cc3c(ccc4ccccc43)o2)c1
45	97	-4	-2	0.0	-3	12	0.9	4	1	3	Cc1cccc(OCC(=O)N/N=C\c2cn(C)c3ccccc23)c1
46	101	4	3	0.3	-4	11	-1.4	.	-3	-3	O=C(c1cccc(S(=O)(=O)NCCOc2ccccc2)c1)N1CCN(c2ncccn2)CC1

The list is partial (hit frequency here may not be typical).
